# High-throughput results as filed in PubChem.
# DYRK1A inh = rat Dyrk1A kinase inhibitors, primary screen, biochemical, single point, plate reader; ADP-Glo luminescence, NFATc1 peptide; inhibition, % at 12.5 µM; Dual specificity tyrosine-phosphorylation-regulated kinase 1A (Rattus norvegicus), Q63470; 0.43% of 310,000 active; in the data active means inhibition above about 50%;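 further: plate controls were vehicle with enzyme for no effect and no enzyme for full effect; many of its hits are not listed in these tables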
# HDAC3 inhib = HDAC3 deacetylase inhibitors, primary screen, biochemical, fluorescence, cell-free homogeneous. recombinant HDAC3, fluorogenic peptide/trypsin coupled. inhibition, % at 8.3 µM. Histone deacetylase 3 (Homo sapiens), O15379. 0.15% of 320,000 active; in the data active means inhibition above about 26%, passing the limit was not always enough
# Target sequence (O15379 whole entry, looked up): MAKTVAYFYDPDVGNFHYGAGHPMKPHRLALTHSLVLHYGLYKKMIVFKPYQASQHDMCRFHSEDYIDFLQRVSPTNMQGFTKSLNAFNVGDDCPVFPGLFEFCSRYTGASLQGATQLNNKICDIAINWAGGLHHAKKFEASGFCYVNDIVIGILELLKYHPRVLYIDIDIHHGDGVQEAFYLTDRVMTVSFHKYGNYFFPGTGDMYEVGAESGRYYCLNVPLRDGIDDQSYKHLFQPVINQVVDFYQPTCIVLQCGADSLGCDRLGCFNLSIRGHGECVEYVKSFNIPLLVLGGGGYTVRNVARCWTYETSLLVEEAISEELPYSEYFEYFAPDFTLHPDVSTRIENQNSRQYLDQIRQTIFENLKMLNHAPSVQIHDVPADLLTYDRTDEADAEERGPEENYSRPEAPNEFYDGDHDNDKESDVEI
# KCNK3 block = human KCNK3 channel inhibitors, primary screen, CHO cells, FluxOR thallium flux, B-score. Potassium channel subfamily K member 3 (Homo sapiens), O14649. FluxOR fluorescence; stronger effect = lower value. B-score at 10 µM. 0.84% of 340,000 active. AID 602410, 2012;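 active means B-score under library mean minus 4 SD, starting fluorescence ratio at most library mean plus 5 SD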;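 further: more negative B-score means stronger inhibition of thallium flux through KCNK3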
# hERG rescue = hERG rescue from dofetilide block, primary screen, cell-based, CHO-hERG, FluxOR thallium flux, dofetilide IC70; Voltage-gated inwardly rectifying potassium channel KCNH2 (Homo sapiens), Q12809; dofetilide IC70 present; activation (rescue from dofetilide block), less the hit threshold, % at 10 µM; 0.51% of 310,000 active; AID 1511, 2009;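 active means activation above the mean of controls blocked by dofetilide plus 5 SD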;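 further: thallium influx through hERG after potassium depolarization seen as dye fluorescence rise; in these data hits start at about 4.7%; inactives centre near -7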
# KCNQ1 pot = potentiators or activators of KCNQ1 channel, primary screen, cell-based, thallium flux, high-throughput; 0.35% of 310,000 active; B-score at 10 µM; AID 2648, 2010; Potassium voltage-gated channel subfamily KQT member 1 (Homo sapiens), P51787; CHO-K1 KCNQ1, thallium flux FluxOR fluorescence; stronger effect = higher value;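 active means fluorescence ratio B-score, a plate-corrected score, at least three library SD, with initial intensity B-score within 5 SD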
#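 Test system: CHO-K1 cells stably expressing KCNQ1 / Medium: assay buffer / Also added: depolarizing K+/Tl+ stimulus, K2SO4 and Tl2SO4 each 12.5 mM in 5x stock / Incubation: 90 min dye loading and 20 min compound exposure, both at room temperature / Signal: thallium influx via FluxOR fluorescence, kinetic imaging / Evaluation: B score of baseline-normalized fluorescence ratio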
# KCNK9 inh = KCNK9 potassium channel inhibitors, primary screen, HEK293 cells, thallium flux; B-score at 10 µM; 1.2% of 310,000 active; Potassium channel subfamily K member 9 (Homo sapiens), Q9NPC2; FluxOR thallium flux fluorescence; stronger effect = lower value;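 active means ratio B-score over 3 SD below the library mean, with starting fluorescence within 5 SD of its mean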;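 further: negative B-score means less thallium flux so channel inhibition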
# RGS4 pot = RGS4 potentiators or activators, primary screen, cell-based, HEK293 M3R inducible RGS4, calcium flux. carbachol calcium flux Fluo4; stronger effect = lower value. B-score at 10 µM. 0.92% of 310,000 active;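 active means B-score of the integrated calcium signal more than 4 SD below the library mean, with starting fluorescence not abnormally high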;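 further: negative B-score means reduced calcium response which marks RGS4 activation or potentiation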
#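 Test system: HEK293 cells with stable M3R and inducible RGS4; also added: carbachol at ECmax as muscarinic agonist stimulus; schedule: dye loading 30 min 37 °C, buffer rest 30 min RT; technique: kinetic calcium fluorescence imaging with Fluo4-AM dye, 2 µM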
# PolyA inh = polyadenylation inhibitors in yeast reporter cells, primary screen, luminescence, S. cerevisiae | S. cerevisiae SKY197-pL101 polyadenylation reporter, beta-gal luminescence; efflux-impaired pdr1/pdr3 knockout yeast; score 100 = 6 SD above DMSO | calls only at 12 µM | 0.02% of 300,000 active;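 active means lowest replicate activity score at least 50, where 100 means six control SD above control mean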;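 further: yeast exposed to compound for 9 h at 30 °C; higher score means more reporter readthrough which indicates perturbed polyadenylation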
# GSK3B inh = human GSK3beta kinase inhibitors, primary screen, biochemical, cell-free homogeneous, HTS; GST-GSK3beta kinase, ADP-Glo luminescence, 60 min; stronger effect = lower value; 0.038% of 300,000 active; Glycogen synthase kinase-3 beta (Homo sapiens), P49841; activity score (negative = inhibition), % at 10 µM; AID 2097, 2009;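 active means more than half of replicate wells score below -50%, meaning over 50% inhibition versus plate controls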;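 further: 0% = median DMSO wells and -100% = median GW8510 positive control wells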
# Target sequence (P49841 whole entry, looked up): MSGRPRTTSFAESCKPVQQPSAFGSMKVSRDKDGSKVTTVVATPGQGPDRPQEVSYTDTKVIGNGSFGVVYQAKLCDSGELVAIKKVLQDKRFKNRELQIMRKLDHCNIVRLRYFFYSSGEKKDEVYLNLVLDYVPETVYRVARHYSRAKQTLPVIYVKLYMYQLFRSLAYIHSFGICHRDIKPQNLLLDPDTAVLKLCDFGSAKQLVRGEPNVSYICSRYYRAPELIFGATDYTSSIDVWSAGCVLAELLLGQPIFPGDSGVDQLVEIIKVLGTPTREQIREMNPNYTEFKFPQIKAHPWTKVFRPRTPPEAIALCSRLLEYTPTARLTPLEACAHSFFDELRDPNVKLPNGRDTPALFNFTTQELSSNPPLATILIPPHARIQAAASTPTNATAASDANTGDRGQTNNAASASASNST
#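 Test system: GST-fused GSK3beta enzyme, cell-free | Quantity: 1.6 ng GST-GSK3beta enzyme per well | Reagent: 25 µM ATP with peptide substrate | Schedule: 60 min enzyme reaction, room temperature | Signal: Luminescent ADP-Glo measurement of ADP formed | Read-out basis: Score relative to plate controls | Control set: DMSO and 20 µM GW8510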
# KCNQ1 block = inhibitors of human KCNQ1 channel, primary screen, cell-based, thallium flux, high-throughput; Potassium voltage-gated channel subfamily KQT member 1 (Homo sapiens), P51787; CHO-K1 KCNQ1, FluxOR thallium flux fluorescence; stronger effect = higher value; B-score at 10 µM; 1.3% of 310,000 active; AID 2642, 2010;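 active means compounds whose thallium flux B-score, printed positive for inhibition, exceeds three library SD while starting fluorescence stays within three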;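 further: channel opened by potassium depolarization with thallium stimulus after 20 min compound exposure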
# GSK3 alpha inh = blockers of GSK3A enzyme activity – biochemical, luminescence, cell-free homogeneous, HTS, primary screen | inhibition, % at 10 µM | Glycogen synthase kinase-3 alpha (Homo sapiens), P49840 | GSK-3 alpha kinase, ADP-Glo luminescence, 60 min | 0.1% of 320,000 active;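 in the data active means inhibition above about 50%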;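 further: GST-tagged GSK-3 alpha with peptide substrate and 25 µM ATP; 0% = DMSO neutral wells and 100% = GW8510 positive control wells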
# Active calls of the source: *; i = inactive; nt = no result given. An excerpt. The share of hits here may be higher or lower than overall.
canonical_smiles | DYRK1A inh | HDAC3 inhib | KCNK3 block | hERG rescue | KCNQ1 pot | KCNK9 inh | RGS4 pot | PolyA inh | GSK3B inh | KCNQ1 block | GSK3 alpha inh
CCCCNc1c(NC(C)=O)c(=O)oc2ccccc12 | -2 | -4 | i | -4 | i | i | i | i | 2 | i | 1
Cc1ccc(NC(=O)N2CCC(C(=O)NCc3ccccc3)CC2)cc1 | -6 | -1 | i | -4 | i | i | i | i | -3 | i | 1
CN(C)c1ncc(CN2CCC(CO)(CCCc3ccccc3)CC2)s1 | 4 | nt | i | -8 | i | i | i | i | 1 | i | 0
CC(=O)c1cccc(N(C(=O)CNC(=O)c2cccs2)C(C(=O)NCC2CCCO2)c2ccccc2)c1 (configuration not stated) | -6 | -2 | i | -7 | i | i | i | i | 1 | i | 1
COC(=O)c1c(C(=O)OC)c(-c2ccc(Cl)cc2)n2c1CS(=O)(=O)C2 | -1 | -4 | i | -11 | i | i | i | i | 1 | i | 0
CC(C)[C@H](NC(=O)C1CCN(S(=O)(=O)c2ccccc2)CC1)C(=O)NCc1ccccn1 | 0 | -6 | i | -15 | i | i | i | i | 0 | i | -2
Cn1c(=O)oc2cc(S(=O)(=O)NCc3ccc(F)cc3)ccc21 | 3 | 9 | i | -4 | i | i | i | i | -1 | i | -3
C=CCn1c(=O)c2ccccc2n2c(SCC(=O)NCc3cccs3)nnc12 | 8 | -6 | i | -2 | i | i | i | i | -6 | i | -2
Cc1cc(C(=O)NCC23CC4CC(CC(C4)C2)C3)c(C)o1 | nt | 5 | nt | -4 | i | i | i | i | -1 | i | 1
O=C(CCN1CCCC1)Nc1ccccc1 | -4 | 0 | i | -12 | i | i | i | i | 2 | i | 12
CC(=O)CSc1ncnc2scc(-c3ccc(F)cc3)c12 | -3 | 3 | i | -6 | i | i | i | i | 1 | i | -3
C=CCOC(=O)CC(NC(=O)c1ccccc1)c1ccccc1 (configuration not stated) | -2 | -11 | i | -9 | i | i | i | i | 0 | i | -3
Cc1noc(C)c1C(=O)NC1CCCc2ccccc21 (configuration not stated) | -2 | -1 | i | -4 | i | i | i | i | 1 | i | -1
Cc1sc(NC(=O)c2ccco2)nc1-c1ccccc1 | 52* | 3 | i | -20 | i | i | i | i | 4 | i | -3
CCOc1ccccc1NC(=O)COC(=O)C(CC)c1ccccc1 (configuration not stated) | 1 | 4 | i | -6 | i | i | i | nt | 0 | i | 2
Cc1cccc(NC(=S)NCCc2ccc(F)cc2)c1C | -1 | -3 | i | -11 | i | i | i | i | 0 | i | 0
O=[N+]([O-])c1ccccc1S(=O)(=O)Nc1ccn(Cc2c(F)cccc2Cl)n1 | 9 | 2 | i | -10 | i | i | i | i | 1 | i | -1
O=S(=O)(c1cccc(-c2nc3n(n2)Cc2ccccc2-3)c1)N1CCCC1 | -6 | 0 | i | -6 | i | i | i | i | 3 | i | 2
Cc1nc(N2CCC(C)CC2)c2oc3ccccc3c2n1 | 2 | 6 | i | -11 | i | i | i | i | 6 | i | -1
CCN1C(=O)C2(C(C#N)=C(N)Oc3n[nH]c(COC)c32)c2ccccc21 (configuration not stated) | 0 | -2 | i | -3 | i | i | i | i | 1 | i | 0
Cc1ccccc1C(=O)Nc1cc(-c2cc(C(C)(C)C)oc2C)nn1C | 0 | 24 | i | -7 | i | i | i | i | 0 | i | -5
CCOC(=O)C1CCCN(C(=O)c2cc3ccccc3oc2=O)C1 (configuration not stated) | 4 | 0 | i | -9 | i | i | i | i | 6 | i | -1
Oc1ccc(-c2cn3ccccc3n2)cc1 | 36 | -13 | i | -8 | i | i | i | i | -3 | i | 8
Cc1ccc(NC(=O)NC(=O)CN2CCN(c3ccc(O)cc3)CC2)c(C)c1 | -2 | 0 | i | -9 | i | i | i | i | nt | i | -2
Cc1ccccc1CS(=O)(=O)Cc1ccc(C(=O)NCCc2ccccc2)o1 | 5 | 1 | i | -11 | i | i | i | i | 2 | i | -1
Cc1nn(Cc2c(F)c(F)c(F)c(F)c2F)c(C)c1NC(=O)c1ccc(COc2ccccc2Cl)cc1 | -2 | nt | i | -12 | i | i | i | i | 0 | i | nt
O=C(Nc1ccc(-c2csc(-c3ccccc3)n2)cc1)c1ccccc1 | 2 | -3 | i | -7 | i | i | i | i | 1 | i | -3
N#CC1=C(N)NC(SCC(=O)O)=C(C#N)C12CCCC2 | -3 | 7 | i | -13 | i | i | i | i | -1 | i | 0
O=C(CNC(=O)c1ccc(S(=O)(=O)N2CCCCC2)cc1)N/N=C/c1ccco1 | nt | 9 | i | -11 | i | i | i | i | 2 | i | -1
c1ccc(Cn2nnc3ccccc32)cc1 | nt | 0 | i | -5 | i | i | i | i | 0 | i | 1
COc1ccc(-c2nc(NC(=O)c3cc(C(C)(C)C)nn3C)sc2C)cc1 | 4 | -6 | i | -13 | i | i | i | i | 2 | 16* | 2
Cc1ccc(-c2csc3ncn(CC(=O)N4CCOCC4)c(=O)c23)cc1C | -1 | -2 | i | -7 | i | i | i | i | -1 | i | -2
Cc1ccc(OCCNC(=O)/C=C/c2ccco2)cc1C | 0 | 3 | i | -18 | i | i | i | i | 1 | i | nt
N#Cc1cccn1-c1nccc(-c2cccs2)n1 | 47 | -7 | i | -10 | i | i | i | i | 0 | i | 1
O=C(c1ccc(-c2cc3ccccc3oc2=O)cc1)N1CCN(c2ccc(Cl)cc2[N+](=O)[O-])CC1 | -1 | 7 | i | -12 | i | i | i | i | 0 | i | -2
C=CCn1c(C)cc(C(=O)COc2ncnc3sccc23)c1C | -4 | 8 | i | -6 | i | i | i | i | -1 | i | -4
CC1=NN(C(N)=S)C(=O)C1N=Nc1ccc(C)cc1C (configuration not stated) | nt | 3 | nt | -3 | i | i | i | i | 1 | i | 3
Cc1oc2c(O)c(O)ccc2c(=O)c1-c1cnn(-c2ccccc2)c1 | 3 | 1 | i | -24 | i | i | i | i | 0 | i | 1
O=C(O)CCCNc1ccc([N+](=O)[O-])c(NCCCC(=O)O)n1 | 1 | 6 | i | -3 | i | i | i | i | -1 | i | 1
CC(C)CC(C(=O)OCC(=O)Nc1cccc(Cl)c1)N1C(=O)C2CC=CCC2C1=O (configuration not stated) | 1 | -1 | i | -9 | i | i | i | i | 7 | i | 0
Cn1cc(S(=O)(=O)CC(=O)Nc2ccc(Br)cc2)c2ccccc21 | 7 | -2 | i | -8 | i | i | i | i | 1 | i | -1
Cc1cccc(Cc2nnc(CCC(=O)N3CCCCC3c3nccs3)o2)c1 (configuration not stated) | 1 | 2 | i | -5 | i | i | i | i | 3 | i | -5
Cc1cc(=O)[nH]c(NN=C2CCC(C(C)(C)C)CC2)n1 (configuration not stated) | 0 | -1 | i | -11 | i | i | i | i | -1 | i | -1
Cc1sc2ncnc(N[C@@H](Cc3ccccc3)C(=O)O)c2c1C | 3 | -2 | i | -2 | i | i | i | i | 5 | i | -6
CCCN(CC(=O)Nc1ccc(F)c(F)c1F)C(=O)c1ccc(=O)n(Cc2ccccc2)n1 | 16 | -2 | i | -13 | i | i | i | i | 2 | i | -4
Cc1cc(S(=O)(=O)Nc2ccc(N3CCOCC3)cc2)ccc1Br | -1 | -2 | i | -4 | i | i | i | i | 1 | i | -3
Cc1oc2c(CN3CCCCC3C)c(O)ccc2c(=O)c1-c1ccccc1 (configuration not stated) | 9 | -28 | i | -3 | i | i | i | i | -2 | i | -3
COc1ccc(C(=O)NC2CCCc3ccccc32)cc1OC1CCN(C(C)=O)CC1 (configuration not stated) | 7 | 2 | i | -17 | i | i | i | i | -3 | i | -3
CCc1nonc1NC(=O)c1oc2c(C)c(C)ccc2c1C | 2 | nt | i | -5 | i | i | i | i | -3 | i | nt
CCCCCC(=O)Nc1cc(S(=O)(=O)N2CCOCC2)ccc1N1CCCCC1 | 9 | 0 | i | -18 | i | i | i | nt | 4 | i | 0
NS(=O)(=O)c1ccc(CCNC(=O)CSc2nnc3ccccn23)cc1 | 4 | -4 | i | -21 | i | i | i | i | -1 | i | -1
CCOC(=O)Cn1nc(C)c(NC(=O)c2ccc(Cl)c([N+](=O)[O-])c2)c1C | nt | -5 | i | -17 | i | i | i | i | -2 | i | -3
COc1cc(CN2CCN(Cc3cn(C)c4ccccc34)CC2CCO)cc(OC)c1 (configuration not stated) | 8 | -4 | i | -8 | i | i | i | i | -2 | i | 0
Cc1ccc(C(=O)NC(=S)NNC(=O)c2cccc([N+](=O)[O-])c2)cc1 | 1 | 6 | i | -5 | i | i | i | i | 4 | i | -2
N#Cc1c2n(c(=S)n(-c3ccccc3)c1=O)CCCCC2 | -5 | 8 | i | -1 | i | i | i | i | 0 | i | nt
CCOc1ccc(CCNC(=O)COC(=O)c2cc(OC)c(OC)cc2[N+](=O)[O-])cc1OCC | 18 | -4 | i | -22 | i | i | i | i | 1 | i | 1
Cc1cc(C)nc(SCC(=O)Nc2ccc(S(=O)(=O)Nc3cc(C)on3)cc2)n1 | 9 | 1 | i | -5 | i | i | i | i | 4 | i | 2
O=C(COc1ncnc2cc(Cl)ccc12)c1ccc2c(c1)OCCO2 | nt | 2 | i | -4 | i | i | i | nt | -4 | i | -1
COC(=O)c1cn(Cc2c(C)cc(C)cc2C)nn1 | -1 | -4 | i | -10 | i | i | i | i | 3 | i | 0
COc1ccc2o/c(=N\O)c(C(=O)Nc3ccc(C)cc3)cc2c1 | 17 | nt | i | -11 | i | i | i | i | 18 | 6* | nt
COc1ccc(C(=O)NCc2cn3c(C)csc3n2)cc1OC | 3 | 9 | i | -9 | i | i | i | i | -1 | i | -2
COc1ccc(-c2csc(C)n2)cc1 | -3 | -2 | i | -7 | i | i | i | i | 3 | i | -3
